14-3-3 Bad PPI: disrupts binding of bovine 14-3-3 zeta to phospho-Bad peptide | P63103 | TR-FRET 14-3-3zeta/Dy647-pBad peptide displacement, 1 h | inhibition, % at 21.7 µM | hit rate 0.71% among 220,000;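 active means inhibition above about 70%, limit read from the data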;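 further: 0% = full 14-3-3 plus peptide FRET controls and 100% = background without 14-3-3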
Target sequence (P63103 whole entry, looked up): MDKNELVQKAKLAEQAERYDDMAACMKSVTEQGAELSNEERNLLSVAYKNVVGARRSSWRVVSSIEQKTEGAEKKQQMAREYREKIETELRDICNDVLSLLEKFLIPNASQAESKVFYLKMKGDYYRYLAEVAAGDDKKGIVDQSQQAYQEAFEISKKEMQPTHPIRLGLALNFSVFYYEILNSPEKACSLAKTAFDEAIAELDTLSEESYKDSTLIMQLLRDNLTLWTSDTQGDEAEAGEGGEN
Runt-SMMHC FRET: inhibitors of human RUNX1 Runt domain binding to CBFb-SMMHC | Q01196+Q13951 | hit rate 0.74% among 220,000 | Cerulean-Runt/Venus-CBFb-SMMHC FRET ratio 530/480, 1 h | AID 1434 | inhibition, % at 20 µM;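 active means mean inhibition across duplicate retests at 20 µM reaching about 50%, limit read from the data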;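 further: 0% = DMSO wells and 100% = wells with excess untagged CBFb-SMMHC; inhibitors lower the FRET ratio by blocking Runt binding to CBFb-SMMHC; some results filed as inactive read as strong as hits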
EBV gp42 block: inhibitors of Epstein-Barr virus glycoprotein 42 | hit rate 0.42% among 220,000 | Q1HVG2 | AID 1085 | Fluorescence polarization binding assay, mP read-out | inhibition, % (tested at 21.74 µM); in the data active means inhibition above about 50%
Target sequence (Q1HVG2 whole entry, looked up): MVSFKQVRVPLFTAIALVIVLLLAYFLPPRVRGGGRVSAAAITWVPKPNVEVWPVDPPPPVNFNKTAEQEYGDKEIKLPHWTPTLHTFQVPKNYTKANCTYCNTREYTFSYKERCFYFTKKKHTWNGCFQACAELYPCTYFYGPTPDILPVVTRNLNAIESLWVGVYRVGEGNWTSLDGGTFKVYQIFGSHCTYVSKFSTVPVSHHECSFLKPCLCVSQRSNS
Runt-CBFb FRET: inhibitors of human RUNX1 Runt domain binding to CBFb; Q01196+Q13951; Cerulean-Runt/Venus-CBFb FRET ratio 530/480, 1 h; inhibition, % at 20 µM; hit rate 0.46% among 220,000; AID 1496;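 active means inhibition over about 50% at 20 µM in the single-dose screen, limit read from the data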;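 further: 0% = DMSO wells and 100% = excess unlabeled CBFb competitor control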
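Reagent – Venus-CBFb binding partner, 100 nM · Assay system – Cerulean-tagged RUNX1 Runt domain (FRET donor) fusion protein · Input – 100 nM per protein · Incubation – two 1 h room-temperature incubations shielded from light · Measured by – FRET fluorescence · Medium – Tris buffer pH 7.5 with salts and BSA · Benchmarks – unlabeled CBFb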
zVAD death inh: blocks zVAD induced death of L929 cells; L929 zVAD necroptosis rescue, ATP luminescence, 24 h; with zVAD 60 µM; viability rescue, % at 10 µM; hit rate 0.38% among 220,000; AID 1377;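 active means activation, scaled between plate controls, above about 75%, limit read from the data; inactive means activation under that limit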;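 further: 0% = zVAD with DMSO and 100% = DMSO alone without zVAD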
Mdm2 ligase inh: Mdm2 E3 ligase (human) inhibition. Q00987. cell-based MDM2 ubiquitination luciferase reporter, 2 h; 0 = plate control, 100 = twice control, blank-subtracted. signal enhancement, % at 5 µM. hit rate 0.11% among 210,000. AID 1230;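 active means signal enhancement of 30% or more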;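 further: luminescence tracks abundance of the self-degrading MDM2-luciferase fusion protein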
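test system = mammalian cells stably expressing self-ubiquitinating, self-degrading MDM2 E3–luciferase fusion | quantity = 2000 cells/well | incubation = cell settling 4 h, compound treatment 2 h, both 37 °C | signal = luminescence with SteadyLite reagent, 15 min at room temperature | evaluation = % enhancement relative to plate controls after blank subtraction | benchmarks = plate controls and plate blanks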
Hck-Nef inh: blocks Nef-activated human Hck kinase. P08631. Recombinant Hck-YEEI plus Nef, Z-Lyte FRET kinase assay. inhibition, % at 20 µM. hit rate 0.68% among 220,000;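 active means Hck-Nef kinase inhibition above about 50%, limit read from the data; inactive means inhibition below that limit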;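 further: 0% = DMSO with Hck plus Nef and 100% = Hck alone without Nef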
TbHK1 inh: blocks Trypanosoma brucei hexokinase 1 activity; AID 1430; inhibition, % at 10 µM; hit rate 0.11% among 220,000; recombinant TbHK1, G6PDH-coupled NADH A340;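 active means inhibition of 50% or more in the single-dose primary screen; inactive means inhibition below 50%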
p47phox inh: p47phox (human) inhibition | AID 1274 | P14598 | p47phox/p22phox peptide binding, fluorescence polarization, 2 h | hit rate 0.53% among 220,000 | inhibition, % at 24.7 µM;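 active means inhibition above about 30%, limit read from the data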;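 further: 0% = p47phox with labelled peptide and 100% = labelled peptide alone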
Target sequence (P14598 whole entry, looked up): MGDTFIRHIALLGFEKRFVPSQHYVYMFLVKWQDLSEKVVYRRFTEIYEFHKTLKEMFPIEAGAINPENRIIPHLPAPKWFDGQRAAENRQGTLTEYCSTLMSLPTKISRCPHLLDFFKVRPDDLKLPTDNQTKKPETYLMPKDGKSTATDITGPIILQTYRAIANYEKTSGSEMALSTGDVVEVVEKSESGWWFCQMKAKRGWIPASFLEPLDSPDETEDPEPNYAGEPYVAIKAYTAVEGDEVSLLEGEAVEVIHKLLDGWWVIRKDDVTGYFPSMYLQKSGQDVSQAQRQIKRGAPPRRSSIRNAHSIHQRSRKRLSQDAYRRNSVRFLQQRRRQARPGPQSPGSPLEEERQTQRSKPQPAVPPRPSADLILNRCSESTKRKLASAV
Active calls of the source: *; / = no result given; [ ] = another dose, or the depositor's remark.

mol,14-3-3 Bad PPI,Runt-SMMHC FRET,EBV gp42 block,Runt-CBFb FRET,zVAD death inh,Mdm2 ligase inh,Hck-Nef inh,TbHK1 inh,p47phox inh
COc1ccc(Nc2cc(Cl)nc(N)n2)cc1OC,0,6,-6,2,2.0,1,13,-5,-5
O=C(/C=C/c1cccc([N+](=O)[O-])c1)NC(=S)Nc1ccccc1C(=O)O,-8,4,8,10,-0.7,-10,33,-12,10
CCOC(=O)Cc1csc(NC(NC(=O)OCC)(C(F)(F)F)C(F)(F)F)n1,-1,4,-14,1,0.0,-70,1,-3,-3
CCC1CCCCN1C(=O)CCn1ccnc1 (stereo not given),-22,-1,-5,2,0.4,-12,5,-4,-7
COC(=O)c1cccc(OC(N)=O)c1,-6,3,-14,0,0.1,-27,1,22,-1
COc1ccc(C)cc1S(=O)(=O)N(CC(=O)Nc1cc([N+](=O)[O-])ccc1C)c1ccc(C)c(C)c1,0[fluorescence artefact?],1,-17,2,-1.1,-8,-2,-12,-4
COc1ccccc1N1CCN(C(=O)CN(c2ccc(C)c(C)c2)S(C)(=O)=O)CC1,-5,3,-17,-1,0.7,-8,-1,-5,-5
O=C(Cn1cncn1)N/N=C/c1c2ccccc2cc2ccccc12,-7[fluorescence artefact?],2,-22,2,0.3,-11,2,-6,4
CC1(C)C([N+](=O)[O-])C(c2ccc(O)cc2)NC(c2ccc(O)cc2)C1[N+](=O)[O-] (stereo not given),4[fluorescence artefact?],3,7,-2,-0.1,-3,2,0,-1
O=C(Nc1ccccc1)Nc1ccccc1-n1ccnc1,-9,0,6,-1,1.1,-5,27,0,0
COC(=O)/C=C1\OC(c2ccccc2)=CC1=O,-6,3,-25,4,2.1,-2,2,-6,-3
COc1ccc(/C=C/C(=O)Nc2cc(C)nn2-c2nc3ccccc3[nH]2)cc1,-7[fluorescence artefact?],-1,-23,-2,-0.2,-10,2,-18,-105
Cc1ccc(-n2ncc3c(=O)[nH]c(SCC(=O)N4CCOCC4)nc32)cc1,-12,3,-14,0,-0.4,-12,3,13,-19
CC(=O)c1nn(-c2ccc(Br)cc2)cc1C(=O)c1ccccc1,-8,-4,-10,-3,0.7,2,2,-5,-5
Cc1ccc(NCN2C(=O)C3C4C=CC(C4)C3C2=O)cc1 (stereo not given),-22,0,-1,1,-0.3,5,-2,6,-6
CC1=NNC(=O)C1CC(=O)N/N=C/c1ccncc1 (stereo not given),-3,-5,-5,2,-0.4,-17,7,-13,1
CCC(CC)C(=O)OCC(=O)Nc1ccc(S(=O)(=O)N2CCOCC2)cc1OC,-12,2,-16,1,0.0,-11,10,-7,-14
CCOc1ccc(CCNC(=O)CCc2nc3ccccc3[nH]2)cc1OCC,-7,-4,-9,-6,0.3,-7,-34,4,-13
O=C(CCc1ccccc1)C(=O)N1CCCC(C(=O)c2cccc(Cl)c2)C1 (stereo not given),5,-4,-6,-3,2.1,7,21,5,-6
NC(=O)NC(=O)COC(=O)CN1C(=O)C2CCCCC2C1=O (stereo not given),-3[fluorescence artefact?],3,-2,2,-0.4,-8,2,0,-3
O=C(CCSc1ccc(F)cc1)Nc1ccc(-n2cnnn2)cc1,0,-2,-6,1,1.9,-6,-1,7,-3
CNC(=S)/N=C/NOCc1ccc(Cl)cc1Cl,-12,1,6,1,4.8,-8,15,4,-5
CN1CC(=O)Nc2ccc(F)cc2C1=O,-7[fluorescence artefact?],1,-8,1,-0.2,-13,7,-2,-8
O=C(CC1SCCNC1=O)Nc1ccc(F)c(Cl)c1 (stereo not given),-7,-1,-3,1,3.6,5,16,1,-11

Single records, as listed above:
Entry for `CC1(C)C([N+](=O)[O-])C(c2ccc(O)cc2)NC(c2ccc(O)cc2)C1[N+](=O)[O-]` (stereo not given) → 14-3-3 Bad PPI = 4[fluorescence artefact?]; Runt-SMMHC FRET = 3; EBV gp42 block = 7; Runt-CBFb FRET = -2; zVAD death inh = -0.1; Mdm2 ligase inh = -3; Hck-Nef inh = 2; TbHK1 inh = 0; p47phox inh = -1
Entry for `CCC1CCCCN1C(=O)CCn1ccnc1` (stereo not given) → 14-3-3 Bad PPI = -22; Runt-SMMHC FRET = -1; EBV gp42 block = -5; Runt-CBFb FRET = 2; zVAD death inh = 0.4; Mdm2 ligase inh = -12; Hck-Nef inh = 5; TbHK1 inh = -4; p47phox inh = -7

Continued.
mol,14-3-3 Bad PPI,Runt-SMMHC FRET,EBV gp42 block,Runt-CBFb FRET,zVAD death inh,Mdm2 ligase inh,Hck-Nef inh,TbHK1 inh,p47phox inh
CN1C(=O)c2ccc(C(=O)NC3CCCCC3)cc2C1=O,6[fluorescence artefact?],3,-16,0,-0.1,/,1,3,-22
CCC(=O)Nc1ccc(N2CCN(Cc3ccccc3F)CC2)cc1,-6[fluorescence artefact?],-4,0,-1,1.2,-20,-1,-6,-4
COc1cccc(C(=O)NC(=S)Nn2cnnc2)c1OC,-1,-1,-8,2,1.1,8,-1,2,-7
N#C/C(=C\c1ccco1)c1nc2ccccc2s1,-1,-10,1,-9,0.4,-30,6,-6,-14
CCOc1ncccc1C(=O)Nc1nc(C(C)(C)C)cs1,-10,-6,-10,-10,11,-4,23,-5,-6
COc1ccccc1NS(=O)(=O)c1ccc2oc(SCc3ccc(C#N)cc3)nc2c1,-10,1,5,1,0.3,/,4,1,-6
CNc1nc(-c2c[nH]c3ccccc23)cs1,42[fluorescence artefact?],-2,-17,2,0.7,-16,-14,-5,0
O=C(CCc1nnc(COc2ccccc2)o1)NC1(c2ccccc2)CC1,-8,2,-5,1,4.2,-6,18,-1,0
CCn1c(=O)c2cc(C(=O)NCCN3CCOCC3)sc2c2ccccc21,9,2,-9,1,-1.1,-8,1,-41,4
Cc1ccc(OCCOCCNC(C)(C)C)c([N+](=O)[O-])c1,3,0,-11,0,-0.1,-6,0,8,-1
C=CCn1c(N)cc(=O)nc1SC(C)C(=O)Nc1cccc2ccccc12 (stereo not given),-7,8,-2,-2,-0.3,-6,6,0,-3
Cn1c(=O)c2c(=O)cc(NNC(=O)C(C)(C)C)[nH]c2n(C)c1=O,3,-1,2,0,-0.4,-3,8,-10,-10
Cc1ccc(N(CCC(=O)O)S(=O)(=O)c2cccc(C(F)(F)F)c2)cc1,-11,-5,-9,-4,0.3,-23,28,-4,1
COc1cccc(-c2nc(-c3ccc(NC(=O)c4cccs4)cc3)no2)c1,2[fluorescence artefact?],0,-10,-1,0.7,0,2,-14,-20
COc1ccc(C(C)=O)cc1CSC(=N)N,-22,-1,1,0,50,-17,22,3,-11
O=C(N/N=C/c1c(O)n(Cc2ccccc2)c(=O)c2ccccc12)c1cccnc1,-11,87*,-71,36,10,0,-25,5,-17
NC(N)=N/N=C/c1ccc(OCc2ccc(Cl)cc2)cc1,87*[fluorescence artefact?],1,-4,0,0.0,-8,7,10,54*
O=C(CN1C(=O)NC2(CCCC2)C1=O)Nc1ccc(S(=O)(=O)N2CCOCC2)cc1,1,1,4,1,-0.6,-8,11,1,-12
CC1CCCCN1S(=O)(=O)c1ccc(NC(=O)c2cccs2)cc1 (stereo not given),8,3,-18,1,1.7,-11,-3,2,-20
CC1CCCCN1C(=O)CSc1nc2cc3c(cc2c(=O)n1Cc1ccc2c(c1)OCO2)OCO3 (stereo not given),1[fluorescence artefact?],3,-10,0,-1.3,-6,-9,-5,-43
CCCCCC#CCC#CCC#CCC#CCCCC(=O)O,89*,8,37,14,4.7,/,76*,25,-58
CCCn1c(CNC(=O)c2ccccc2)nc2ccccc21,4[fluorescence artefact?],-1,-16,0,0.1,3,5,39,-6
O=C(C1CCC1)N1CCc2cc(S(=O)(=O)NCc3ccco3)ccc21,-8,1,0,-1,0.1,-27,1,-2,-3
C/C(=N\Nc1cccc(Cl)c1)c1ccc(-n2ccnc2)cc1,3[fluorescence artefact?],4,-16,0,/,4,7,-7,-10
CCOc1ccc(C(=O)CCN2CCCCC2)cc1,4[fluorescence artefact?],11,-9,8,0.9,2,1,-1,-5
O=C(CCc1ccccc1)Nc1cccc(NC(=O)CCc2ccccc2)c1,0,1,-15,0,-0.4,-10,1,2,-1
COc1ccc(CCNC(=O)Cn2cnc3c2c(=O)n(C)c(=O)n3C)cc1OC,6,-3,-22,-1,-0.1,2,0,0,-19
CC1CCN(S(=O)(=O)c2ccc(NC(=O)Cc3ccccc3)cc2)CC1,3,0,3,2,1.8,-9,-3,6,-2
CCCNC(=O)N1CCCC(C(=O)c2cccc(Cl)c2)C1 (stereo not given),-6,-1,7,-2,4.2,-3,25,1,-6
c1cnc2nc(CSc3ncn[nH]3)cn2c1,0,2,-8,-2,0.7,-4,21,-7,-4
Cc1nnc(SCC(=O)NC2CCS(=O)(=O)C2)n1-c1ccccc1 (stereo not given),1,0,3,1,1.5,-8,-13,-2,1
Cc1nnc(SCC(=O)NC(=O)NCc2ccco2)s1,-4,4,1,1,1.6,-5,-5,-1,2
O=S(=O)(Nc1cc(S(=O)(=O)N2CCOCC2)ccc1N1CCCC1)c1cccs1,8,4,9,-1,-0.1,-3,-6,1,-3
O=C(COc1ncnc2scc(-c3ccccc3)c12)NC1CCCc2ccccc21 (stereo not given),-3,2,-9,-3,0.8,6,5,-5,-13
O=C(COC(=O)c1ccc2c(c1)OCO2)Nc1nc(-c2ccccc2)cs1,0,-4,1,-4,-0.3,/,5,-1,-2
Cc1nccn1CCCN1C(=O)CNC1=S,4,4,-18,0,0.2,5,3,-1,-14
CCc1nnc(NC(=O)c2ccc(Cl)c(S(=O)(=O)N3CCc4ccccc43)c2)s1,1,-5,-37,1,0.0,1,3,-17,-55
COc1cc2c(cc1OC)C1(CCCC1)C(N)=C2C#N,-1,-20,-24,-4,2.4,-11,56*,0,-12
CCOC(=O)N1CCc2c(sc(NC(=O)Cc3ccccc3)c2C(=O)c2ccc(OC)cc2)C1,-5,3,-9,-5,1.6,-7,-4,-12,-21
CC12CCC(C[N+](C)(C)C1)C2(C)C (stereo not given),-7,8,-10,/,3.2,-8,-1,4,-3
CCCCCn1c(SCCC(C)C)nc2c1c(=O)[nH]c(=O)n2C,8,0,-2,0,-0.3,-12,4,41,-3
Clc1ccc(-n2ncc3c(NCc4cccs4)ncnc32)cc1,1,/,-20,/,1.6,-3,1,0,8
CCOC1Cc2ccccc2N(C(N)=O)c2ccccc21 (stereo not given),-1,-1,4,2,-0.8,-10,-1,2,1
CN(C)S(=O)(=O)c1ccc(C(=O)NCCSc2ccccc2)cc1,-3,-7,2,2,-0.8,-5,4,-9,-5
Cc1cc(C(=O)NC2CCCC2)on1,5,0,-17,-1,1.4,-5,2,2,-5
Cn1cccc1/C=C(/C#N)C(N)=S,-10,24,-4,10,1.9,/,1,-13,-13
COC(=O)c1ccccc1NC(=O)C12CCC(C)(C(=O)O1)C2(C)C (stereo not given),3,0,-4,2,0.0,-12,3,-2,-5
CCOc1ccc(-c2onc(C(F)(F)F)c2-c2cscn2)c(O)c1,-8,2,-9,-2,-1.3,/,4,-5,1
O=C(CSc1nnnn1C1CCCCC1)NCc1ccc2c(c1)OCO2,7,3,-17,0,-0.3,-5,2,11,-6
